MCL1-BIM inh = inhibitors of MCL1 binding to BIM-BH3, primary screen, biochemical, fluorescence polarization; GST-MCL1 / FITC-Bim-BH3 fluorescence polarization; inhibition, % at 10.9 µM; 320,000 tested, 0.68% active; AID 2057, 2009;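 active = inhibition above the mean inhibition of all tested compounds plus 3 SD, set per campaign, cut at about 40% in these data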;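 note: 0% = DMSO wells and 100% = unlabeled Bim-BH3 peptide control; higher means more loss of mP so more displacement of Bim peptide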
TPT1 inhibitor = Candida albicans TPT1 enzyme inhibitors, primary screen, biochemical, fluorescence polarization; tRNA 2'-phosphotransferase TPT1 (Candida albicans SC5314); recombinant caTPT1, FP RNA substrate dephosphorylation; inhibition, % at 5 µM; 300,000 tested, 0.81% active;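 active = inhibition above the mean of all tested compounds plus 3 SD, set per screening campaign, cut at about 24% in these data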;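 note: plate controls were DMSO alone for no effect and ferristatin control at 100 nM for full effect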
MEX-5 binding = MEX-5 zinc finger RNA-binding disruptors – biochemical, C. elegans, fluorescence polarization, MLPCN library, primary screen; Zinc finger protein mex-5 (Caenorhabditis elegans), Q9XUB2; MEX-5/FITC-TCR2 RNA binding; stronger effect = lower value; activity score (negative = inhibition of binding), % at 10 µM; 300,000 tested, 0.38% active; AID 1832, 2009;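 active = inhibition past about -25% in most replicates, and total fluorescence under double the plate's negative control median, limit read from the data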;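 note: 0% = DMSO and -100% = 5 µM competing unlabeled TCR2 RNA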
Fam108B inh = mouse Fam108B serine hydrolase inhibitors, primary screen, counter-screen for RBBP9 inhibitor project, biochemical, fluorescence polarization; recombinant Fam108B, FP-Rh probe fluorescence polarization; AID 1947, 2009; inhibition, % at 9.51 µM; 300,000 tested, 0.33% active;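 active = inhibition above the screen mean inhibition plus 3 SD, computed separately per campaign, cut at about 18% in these data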;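 note: inhibitors lower polarization as less probe binds the enzyme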
GSTO1 inh = inhibitors of recombinant GSTO1, primary screen, counter-screen for RBBP9 inhibitor project, biochemical, fluorescence polarization. Glutathione S-transferase omega-1 (Homo sapiens), P78417. activity-based probe fluorescence polarization. inhibition, % at 5.96 µM. 300,000 tested, 1.1% active;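 active = inhibition above the campaign mean inhibition plus 3 SD, cut at about 35% in these data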;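 note: 0% = GSTO1-1 with DMSO and 100% = wells lacking GSTO1-1 enzyme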
GLD-1 RNA inh = GLD-1/TGE RNA complex disruptors, primary screen, biochemical, fluorescence polarization | inhibition, % at 5.96 µM | Female germline-specific tumor suppressor gld-1 (Caenorhabditis elegans), Q17339 | 320,000 tested, 0.44% active | purified GLD-1 + fluorescein TGE RNA;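 active = percent inhibition above a per-plate cutoff, the plate mean of test compounds plus 3 SD, cut at about 30% in these data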;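 note: 0% = DMSO wells with GLD-1 and probe and 100% = wells lacking GLD-1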
Target sequence (Q17339 whole entry, looked up): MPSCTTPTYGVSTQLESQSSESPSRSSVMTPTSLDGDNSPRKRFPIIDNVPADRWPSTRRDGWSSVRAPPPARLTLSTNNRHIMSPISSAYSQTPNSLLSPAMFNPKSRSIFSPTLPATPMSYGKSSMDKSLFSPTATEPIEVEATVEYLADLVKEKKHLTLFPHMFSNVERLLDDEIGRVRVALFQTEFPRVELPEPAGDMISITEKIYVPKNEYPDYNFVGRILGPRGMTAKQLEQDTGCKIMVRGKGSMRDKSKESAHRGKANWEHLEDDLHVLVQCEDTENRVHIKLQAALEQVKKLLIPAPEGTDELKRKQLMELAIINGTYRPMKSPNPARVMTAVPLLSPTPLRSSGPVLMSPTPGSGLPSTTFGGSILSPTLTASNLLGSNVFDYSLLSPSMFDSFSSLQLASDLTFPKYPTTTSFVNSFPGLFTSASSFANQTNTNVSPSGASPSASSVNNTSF
Bcl-xL primary = inhibitors of human Bcl-xL, primary screen, biochemical, fluorescence polarization, HTS. GST-Bcl-xL / FITC-Bim BH3 peptide fluorescence polarization. inhibition, % at 10.9 µM. 320,000 tested, 0.7% active. AID 2129, 2009;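 active = inhibition above the mean of all tested compounds plus 3 SD, cutoff set per campaign, cut at about 30% in these data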;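 note: 0% = DMSO wells and 100% = unlabeled Bim-BH3 peptide competitor; inhibitors lower millipolarization by displacing the labeled peptide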
Target sequence (Q07817 whole entry, looked up): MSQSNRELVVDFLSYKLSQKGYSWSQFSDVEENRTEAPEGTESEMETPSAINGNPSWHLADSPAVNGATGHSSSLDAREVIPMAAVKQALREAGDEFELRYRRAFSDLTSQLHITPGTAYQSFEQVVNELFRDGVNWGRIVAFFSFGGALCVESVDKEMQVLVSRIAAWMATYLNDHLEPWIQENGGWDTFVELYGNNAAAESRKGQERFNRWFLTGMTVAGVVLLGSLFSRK
PAD4 inh = human PAD4 inhibitors, primary screen, biochemical, fluorescence polarization, 1536-well format. recombinant PAD4, RCA probe fluorescence polarization. Protein-arginine deiminase type-4 (Homo sapiens), Q9UM07. 330,000 tested, 0.41% active. AID 485272, 2010. inhibition, % at 6.36 µM;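 active = percent inhibition above a cutoff equal to the mean of all tested compounds plus 3 SD, cut at about 15% in these data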;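 note: 0% = PAD4 with RCA probe and DMSO and 100% = probe without PAD4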
PME-1 primary = PME-1 inhibitors via competitive probe labeling, primary screen, biochemical, fluorescence polarization, FP-Rh probe, HTS; Protein phosphatase methylesterase 1 (Homo sapiens), Q9Y570; recombinant PME-1; inhibition, % at 5.9 µM; 320,000 tested, 0.53% active; AID 2130, 2009;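 active = inhibition above the campaign mean of all compounds plus 3 SD, cut at about 26% in these data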;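 note: competitive labeling of PME-1 active site by serine hydrolase directed probe; 0% = PME-1 with DMSO and 100% = wells lacking PME-1 enzyme; inhibitors block probe labeling so polarization falls and inhibition rises; many of its hits are not listed in these tables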
Target sequence (Q9Y570 whole entry, looked up): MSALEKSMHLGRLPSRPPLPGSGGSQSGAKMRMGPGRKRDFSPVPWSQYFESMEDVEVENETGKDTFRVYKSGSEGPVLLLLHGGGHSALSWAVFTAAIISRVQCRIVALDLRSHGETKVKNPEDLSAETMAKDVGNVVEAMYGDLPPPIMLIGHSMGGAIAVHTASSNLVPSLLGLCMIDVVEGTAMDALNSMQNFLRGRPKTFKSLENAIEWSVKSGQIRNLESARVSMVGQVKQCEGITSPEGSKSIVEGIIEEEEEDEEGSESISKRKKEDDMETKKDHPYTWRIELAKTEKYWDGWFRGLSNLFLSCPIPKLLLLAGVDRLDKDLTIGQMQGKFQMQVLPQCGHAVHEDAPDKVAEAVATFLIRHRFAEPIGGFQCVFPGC
Active calls of the source: *; . = not tested or not shown.

entry	Molecule	MCL1-BIM inh	TPT1 inhibitor	MEX-5 binding	Fam108B inh	GSTO1 inh	GLD-1 RNA inh	Bcl-xL primary	PAD4 inh	PME-1 primary
1	O=C(NCc1cccs1)C1CCCN1C(=O)Nc1cccc(Cl)c1 (stereo not drawn)	-3	1	2.3	2	1	5	-1	3	-2
2	CN(Cc1ccccc1)C(=O)CCn1c(=O)oc2ccccc21	2	2	-0.2	-1	-1	-1	1	-2	-4
3	Cc1noc(C)c1S(=O)(=O)N1CCCC(C(=O)N2CCC(C)CC2)C1 (stereo not drawn)	-2	-4	-1.4	2	-57	7	-1	-3	-10
4	CCN(CC)c1ccc(N2C(=NC(=O)C3CC3)SC3CS(=O)(=O)CC32)cc1 (stereo not drawn)	5	2	0.8	3	2	2	6	-1	3
5	Cc1sc(NC(=O)C2CC=CCC2C(=O)O)c(C(=O)OC(C)C)c1C (stereo not drawn)	0	-1	-3.6	1	2	2	3	1	2
6	O=C(CN1C(=O)C(=O)c2ccccc21)OCN1C(=O)c2ccccc2C1=O	2	-2	1.2	-4	13	3	0	-3	2
7	O=C(N/N=C/c1ccc(Cl)cc1)c1n[nH]c2c1CCCC2	6	0	-1.7	0	-5	5	3	0	3
8	Clc1cccc(OCCOCCN2CCNCC2)c1Cl	-3	-1	-0.7	4	8	7	0	5	3
9	COC(=O)CNC(c1ccccc1)c1cc(Br)ccc1NC(=O)OCc1ccccc1 (stereo not drawn)	22	0	0.7	-3	3	9	19	-1	1
10	COc1ccc(C(=O)NNC2=Nc3cccc4cccc2c34)cc1	-5	6	1.5	2	2	-3	-5	-2	6
11	FC(F)(F)C(F)(F)C(F)(F)c1nnc2ccc(N3CCOCC3)nn12	-1	-1	-0.2	9	11	3	0	0	1
12	O=C(Cn1ccc([N+](=O)[O-])n1)Nc1ccccn1	7	-2	-3.1	2	10	8	2	1	7
13	O=C(c1cccc(S(=O)(=O)N2CCc3ccccc32)c1)N1CCN(c2ccccn2)CC1	6	-3	0.9	-1	4	-5	12	-9	0
14	CCOC(=O)C1=C(CN2CCN(C(=O)c3ccco3)CC2)NC(=O)NC1c1ccc(OC)cc1 (stereo not drawn)	-3	0	-4.5	5	4	3	2	-2	-12
15	CC1=CC(C)(C)N2C(=O)C3(C(C#N)=C(N)OC4=C3C(=O)CC(C)(C)C4)c3cc(C)cc1c32 (stereo not drawn)	3	1	-2.1	2	4	-2	-2	-6	-1
16	Cc1ccc(NC(=S)Nc2ccc(Br)cc2)cc1	8	5	-1.2	3	-3	-8	6	-1	-3
17	S=c1[nH]nc(-c2cc(-c3ccsc3)n[nH]2)n1-c1cccc2ccccc12	-6	-2	-0.3	3	1	2	5	2	3
18	CSc1cccc(NC(=S)N(CCC(C)C)C2CCN(C(C)=O)CC2)c1	3	2	0.2	-4	2	8	4	-7	-5
19	CSCC[C@H](NC(=O)[C@H]1CC[C@H](CNC(=O)[C@@H]2CCCN2)CC1)C(=O)O	5	0	2.0	4	-2	1	-2	-1	2
20	CC1(c2cccc3ccccc23)NC(=O)N(CC(=O)NC2CCS(=O)(=O)C2)C1=O (stereo not drawn)	-8	1	1.7	0	0	-12	0	4	-2
21	CCn1cc(C(=O)NC2CCCCCC2)c(=O)c2ccc(C)nc21	-5	4	2.5	4	-1	-8	1	3	6
22	COc1ccccc1/C=C/c1nc(S(=O)(=O)c2ccccc2)c(N2CCC(C(N)=O)CC2)o1	29	-2	-0.1	3	1	2	4	1	6
23	CC(Sc1nc2ccccc2c(=O)n1C)C(=O)NC1CCCCC1C (stereo not drawn)	1	0	1.9	-2	-4	2	8	-1	0
24	COc1ccc(C(=O)COC(=O)CN2C(=O)C3C4CCC(C4)C3C2=O)cc1 (stereo not drawn)	8	1	-0.5	-4	0	10	2	-2	0
25	CC(C)COC(=O)N1CCCC1C(=O)Nc1nccs1 (stereo not drawn)	-15	-6	-2.0	0	18	-2	-8	0	-3
26	O=C(NCc1ccccc1)c1ccc(C(=O)N(C2CCCCC2)C2CCCCC2)cc1	7	-1	-0.2	-2	-2	1	3	-2	-2
27	N=c1ncn(CC(O)CO)c2nc(N3CCOCC3)[nH]c12 (stereo not drawn)	-2	-2	-0.8	2	-7	-7	5	2	1
28	CC(C)Cn1c(N)c(C(=O)COC(=O)CCNS(=O)(=O)c2ccccc2)c(=O)n(C)c1=O	1	-2	1.4	0	-1	-1	-1	0	-1
29	CCOC(=O)C1CCN(C(=O)COC(=O)CCOc2ccc(C)cc2)CC1	-3	0	-2.1	-3	0	-3	0	-3	-1
30	O=C(c1n[nH]c(=O)c2ccccc12)N1CCN(c2ccc(F)cc2)CC1	2	3	0.4	-2	-2	7	-2	-2	3

(further entries)
entry	Molecule	MCL1-BIM inh	TPT1 inhibitor	MEX-5 binding	Fam108B inh	GSTO1 inh	GLD-1 RNA inh	Bcl-xL primary	PAD4 inh	PME-1 primary
31	CC(NC(=O)c1ccccc1NS(=O)(=O)c1ccc(CCC(=O)O)cc1)c1ccccc1 (stereo not drawn)	-2	-5	-0.7	3	-41	-4	3	-1	2
32	CCOC(=O)C1=C(N)Oc2cc(O)ccc2C1c1ccc(Br)cc1 (stereo not drawn)	0	3	0.0	-5	2	-1	1	6	5
33	Cc1c(NC(=O)/C(C#N)=C/c2ccc(-c3cccc(Cl)c3)o2)c(=O)n(-c2ccccc2)n1C	7	-2	0.5	-1	5	6	10	2	11
34	O=C(CSc1nnc(-c2ccccc2)n1-c1ccccc1)NCc1ccco1	-1	-1	1.2	-8	1	7	4	0	5
35	O=C(Cn1c(=O)oc2ccccc21)Nc1n[nH]c(=S)s1	-6	4	-4.5	1	7	-4	8	-8	-8
36	COc1ccccc1OCC(=O)NCCSCc1ccccc1Cl	4	1	3.8	-1	4	-3	-1	4	-1
37	COc1ccc(C2=Nn3c(nnc3C3CCCCC3)SC2)cc1OC	3	-2	1.6	2	-11	-1	-2	-2	3
38	Brc1ccc2nc(CSc3ncn[nH]3)cn2c1	5	1	55	1	-2	5	9	2	0
39	OCCn1c(-c2ccc3c(c2)OCO3)csc1=Nc1ccccc1	10	0	1.0	4	4	3	14	5	8
40	COc1ccc(NC(=S)N(CCN2CCOCC2)C2CCN(C(C)=O)CC2)cc1Cl	2	1	-1.4	-3	3	1	5	3	-4
41	COc1ccc(NC(=O)c2ccc3c(c2)NC(=O)CS3)cc1S(=O)(=O)Nc1ccc(Br)cc1	8	2	2.0	-75	-99	-5	14	-47	-117
42	Cc1cccc(C(=O)NCCC(=O)Nc2ccc(F)c([N+](=O)[O-])c2)c1	-8	0	-1.0	2	6	4	1	0	-5
43	Nc1cc(C(=O)O)ccc1N1CCCCCC1	11	-4	0.5	0	4	-2	4	-5	-1
44	COC(=O)Nc1ccc(S(=O)(=O)N2CCCC(C(=O)N3CC(C)OC(C)C3)C2)cc1 (stereo not drawn)	-7	1	-2.4	1	1	5	5	-3	6
45	O=C(COC(=O)/C=C/c1ccco1)NC1CCCCC1	1	.	.	.	.	2	4	0	-5
46	COc1ccc(C(CNC(=O)C(C)(C)Oc2ccc(Cl)cc2)N2CCCCC2)cc1 (stereo not drawn)	-5	-2	1.3	6	-3	0	-2	-4	1
47	O=C(Nc1ccc(-c2csc(Nc3cccc(C(F)(F)F)c3)n2)cc1)c1ccccc1	3	0	1.7	10	-2	3	5	3	-3
48	O=C(c1cccc(F)c1)N1CCN(Cc2ccc3c(c2)OCO3)CC1	4	-2	0.5	2	1	1	4	-4	-1
49	COc1ccc(NC(=O)CCN2C(=O)C3CC=C(Cl)CC3C2=O)cc1 (stereo not drawn)	1	-2	-1.6	3	0	1	2	0	4
50	Cc1cc(Cl)ccc1C(=O)C1CCCN(C(=O)c2cc(C(C)C)no2)C1 (stereo not drawn)	2	2	2.1	-4	6	0	1	2	-5
51	CCCCNC(=O)C1CC(=O)N(c2ccc(OC)cc2)C1c1ccc(OC)cc1 (stereo not drawn)	6	4	-0.6	-4	5	4	3	4	4
52	O=C(COC(=O)COc1ccccc1F)Nc1ccc2c(c1)OCO2	2	.	.	.	.	1	-1	-3	1
53	Cc1c(C(=O)NCCc2ccccc2)oc2ccc(S(=O)(=O)N3CCOCC3)cc12	-1	-2	1.1	-1	-12	0	2	0	1
54	NC(=O)CCN(Cc1ccccc1)S(=O)(=O)c1ccccc1	-4	-2	-0.4	1	-2	1	-3	-3	3
55	COc1ccccc1OCc1ccc(C(=O)N2CCN(C(=O)c3ccco3)CC2)cc1	1	1	-0.9	0	-3	5	4	6	-1
56	Cc1cc2nc(CCN3CCOCC3)n(S(=O)(=O)c3ccc(C(C)(C)C)cc3)c2cc1C	2	-1	0.3	-3	7	3	5	6	2
57	CCOC(=O)C1(CCc2ccccc2)CCN(C(=O)c2cc(C)nc(C)n2)CC1	-2	-4	-1.2	-4	0	-3	2	-3	-1
58	Cc1ccc(CNS(=O)(=O)N(C)C)cc1	6	-1	1.5	0	7	6	5	-1	1
59	CN(C)c1ccc(/C=C(\Cl)c2nc3ccccc3s2)cc1	-32	73*	.	13	1	-11	-7	-3	5
60	Oc1ccc(C=NC2CCCCC2)c(O)c1	3	-1	1.0	3	19	4	2	0	-3

The results go on:
entry	Molecule	MCL1-BIM inh	TPT1 inhibitor	MEX-5 binding	Fam108B inh	GSTO1 inh	GLD-1 RNA inh	Bcl-xL primary	PAD4 inh	PME-1 primary
61	O=C(COC(=O)c1cccs1)Nc1cccc(S(=O)(=O)NC2=NCCCCC2)c1	0	1	0.6	0	3	8	-1	-1	1
62	O=C(c1ccccc1-c1ccccc1)N1CCCCC1	-4	-2	0.3	-1	1	-4	6	2	-6
63	Cc1cc(NC(=O)COC(=O)CCS(=O)(=O)c2ccc(Cl)cc2)no1	7	1	0.4	3	-1	9	8	1	-8
64	Cn1nnnc1Sc1ncnc2scc(-c3cccs3)c12	3	.	.	.	.	-3	-3	9	15
65	Cc1cc(C)n(-c2nnc(C)n2/N=C/c2ccco2)n1	-8	-2	-0.5	5	0	2	-3	1	2
66	CCn1c(=O)c(C(=O)NCc2ccccc2)c(O)c2ccccc21	-3	5	-0.2	-2	4	1	1	-1	-1
67	COc1ccc(OC)c(C2C(C#N)=C(N)Oc3cc(N)ccc32)c1 (stereo not drawn)	7	2	3.7	-4	-3	9	9	0	-8
68	COc1ccc(C2C(C(=O)Nc3cc(C)on3)c3ccccc3C(=O)N2C)cc1OC (stereo not drawn)	4	-2	.	-4	0	2	4	-4	0
69	CN(N=Nc1ccc([N+](=O)[O-])cc1)c1ccccc1	6	-1	-58*	-1	3	9	4	-3	1
70	N/C(CN1CCSCC1)=N\OCc1c(F)cccc1Cl	3	-1	-4.0	-2	13	-4	0	0	1
71	CCOc1ccc(N2CC(C(=O)NCCc3ccccc3)CC2=O)cc1 (stereo not drawn)	5	-1	-1.3	4	-1	4	0	1	8

Screens: PubChem, several laboratories

These rows are one share of the data (hit frequency here may not be typical).
